GALK inh: qHTS Assay for Inhibitors of Human Galactokinase (GALK); Purified GALK, Kinase-Glo residual ATP luminescence; Potency, µM (series often up to 57.5 µM), without a hit: at the top dose activity change, negative = inhibition, usual class: inhibitors; actives 0.007% (n = 270,000); AID 1868, 2009; further: potency means the concentration at half of the fitted maximal effect; on the % scale 0 is the no-effect control and ±100 the full control effect
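5 nM enzyme, 35 uM ATP, 100 uM galactose, 20 mM HEPES pH8.0, 5 mM MgCl2; 1 h RT; residual ATP by Kinase-Glo Plus luminescence, qHTS format.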
MBNL1-CUG inh: qHTS Assay for Inhibitors of MBNL1-poly(CUG) RNA binding; Muscleblind-like protein 1 (Homo sapiens), Q9NR56; TR-FRET MBNL1-His/biotin-(CUG)12 binding, 665/545 ratio; Potency, µM (top dose mostly 57.5 µM), inactives show at the top dose activity change, negative = inhibition, usual class: inhibitors; actives 0.036% (n = 280,000); AID 2675, 2010; active means well fitted inhibition curve with a large enough effect in the signal ratio, with a control signal flat, not every such curve was filed as active; inconclusive means small, poorly fitted or top-dose-only effect, or effect the other way, or a change in a side signal; inactive means no such curve, though single readings can be large or run the other way; the % refers to the signal ratio; further: potency means the concentration at half of the fitted maximal effect; on the % scale 0 is the no-effect control and ±100 the full control effect
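Ratiometric TR-FRET (665 over 545 nm, excitation 340 nm) tracks disruption of MBNL1-His/biotin-(CUG)12 complex after 60 min at room temperature, with compounds at 92 nM to 58 uM final.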
TRPV1 agonist: HTS Assay for Compounds that Act as Agonists of the Vanilloid Receptor 1; TRPV1-expressing cells, Fluo-8 calcium influx, agonist mode; activation, % at 8.33 µM; actives 0.19% (n = 320,000); AID 540275, 2011; in the data active means activation above about 80%; inconclusive means between about 30% and that limit; further: 0% is about no effect
Target sequence (Q8NER1 whole entry, looked up): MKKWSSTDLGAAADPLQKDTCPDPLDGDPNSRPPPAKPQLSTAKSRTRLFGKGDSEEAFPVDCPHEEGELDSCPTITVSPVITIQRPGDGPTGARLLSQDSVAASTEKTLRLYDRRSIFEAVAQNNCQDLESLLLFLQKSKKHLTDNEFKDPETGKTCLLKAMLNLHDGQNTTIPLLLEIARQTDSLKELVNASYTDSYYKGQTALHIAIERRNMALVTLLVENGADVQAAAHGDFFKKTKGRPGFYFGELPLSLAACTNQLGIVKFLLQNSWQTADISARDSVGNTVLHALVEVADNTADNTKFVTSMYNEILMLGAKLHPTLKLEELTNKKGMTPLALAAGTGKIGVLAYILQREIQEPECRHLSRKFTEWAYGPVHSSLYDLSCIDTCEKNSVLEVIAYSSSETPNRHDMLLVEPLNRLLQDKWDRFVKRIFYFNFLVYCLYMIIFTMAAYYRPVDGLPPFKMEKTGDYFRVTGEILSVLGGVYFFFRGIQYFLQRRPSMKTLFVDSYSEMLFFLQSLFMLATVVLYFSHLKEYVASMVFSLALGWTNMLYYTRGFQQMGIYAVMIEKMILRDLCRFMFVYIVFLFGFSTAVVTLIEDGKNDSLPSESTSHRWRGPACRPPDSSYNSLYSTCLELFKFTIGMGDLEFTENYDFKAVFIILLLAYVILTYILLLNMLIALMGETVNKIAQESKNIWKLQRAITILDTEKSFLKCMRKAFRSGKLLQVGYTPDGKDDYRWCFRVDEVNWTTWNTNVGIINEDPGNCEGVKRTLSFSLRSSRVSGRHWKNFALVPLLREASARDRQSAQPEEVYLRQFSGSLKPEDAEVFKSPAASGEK
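TRPV1-expressing cells were cultured overnight at 35.5C and loaded with Fluo-8 calcium dye for 40 to 90 min at room temperature. After a 10 s baseline, compound was added and calcium influx was read kinetically for 3 min (ex 480/em 520 nm).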
AT treatment: qHTS Assay for Identifying a Potential Treatment of Ataxia-Telangiectasia | […] A-T fibroblasts, KAP-1 phosphorylation AlphaLISA; neocarzinostatin DNA damage 30 min before lysis | Potency, µM (top dose mostly 57.5 µM), for inactives: at the top dose activation, usual class: activators | actives 0.19% (n = 320,000); further: potency means the concentration at half of the fitted maximal effect; % of control where 0% means no effect; nearly all actives have a fitted effect of over 45% in size
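ATM-like activity read as KAP-1 phosphorylation via AlphaLISA donor/acceptor antibody pairs after lysis and 6 hr at 25C. Cells were ATM-null patient fibroblasts ([…], hTERT), dosed 60 min, then exposed to the DSB inducer NCS for 30 min.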
hERG WT inh: qHTS for Inhibitors of KCHN2 3.1: Wildtype qHTS. Voltage-gated inwardly rectifying potassium channel KCNH2 (Homo sapiens), Q12809. U2OS, BacMam KCNH2, thallium flux FluxOr; hits give low values. activity change, % at 1.84 µM. actives 0.37% (n = 340,000). AID 720551, 2013;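 active means maximum activity change below -70%; inconclusive means maximum activity change between -70% and -50%; inactive means maximum activity change above -50%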; further: on the % scale 0 is the no-effect control and ±100 the full control effect
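U2OS cells were transduced with wild-type KCNH2 virus (2.03 x 10^8 / mL) for 4 h at room temperature, then cultured overnight at 37 C. Thallium flux was read with FluxOr dye. Rate constants were normalized to DMSO controls.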
KCNH2 3.1 block: qHTS for Inhibitors of KCHN2 3.1: Mutant qHTS; U2OS KCNH2 3.1, thallium flux FluxOr; hits give low values; activity change, % (tested at about 1.8 µM); actives 0.95% (n = 340,000); Potassium voltage-gated channel subfamily H member 2, brain isoform KCNH2 3.1 (human);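 active means maximum activity change below -70%; inconclusive means maximum activity change from -70% to -50%; inactive means maximum activity change above -50%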;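 further: thallium influx rate constant from kinetic fluorescence after stimulation buffer; on the % scale 0 is the no-effect control and ±100 the full control effect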
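FluxOr-based Tl+ influx in U2OS cells transduced with KCNH2 3.1 virus; rate constants normalized to DMSO controls.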
S-ASM inh: Inhibitors of Secretory Acid Sphingomyelinase (S-ASM): qHTS | Sphingomyelin phosphodiesterase (Homo sapiens), P17405 | Potency, µM (highest dose often 57.5 µM), without a hit: at the highest dose activity change, negative = inhibition, hits mostly inhibitors | actives 0.006% (n = 340,000) | placental ASM, HMU-PC fluorogenic substrate, 60 min; further: potency means the concentration at half of the fitted maximal effect
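Human placenta-derived ASM preincubated with compound 10 min at room temperature, then reacted with 9 uM (final) fluorogenic HMU-PC substrate for 60 min at 37 C. Stop solution raises pH to 10; fluorescence read at Ex 386/Em 447 nm.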
a7 integrin act: qHTS for Activators of Integrin-Mediated Alleviation for Muscular Dystrophy | alpha7betagal myoblasts, beta-gal FDG fluorescence, 48 h | actives 0.064% (n = 350,000) | AID 624291, 2012 | Potency, µM (series often up to 38.3 µM), inactives show at the top dose activation, most hits filed as activators;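 further: potency means the concentration at half of the fitted maximal effect; 100% = response of the positive control SU9516; nearly all actives have a fitted effect of over 60% in size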
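alpha7betagal+/- myoblasts (passage 13, 250/well) treated 48 h at 37C with compounds at 1:260 dilution of DMSO stock. Lysed, then beta-galactosidase activity read as FDG fluorescence (ex 480/em 540) after 30 min, with pre-read for autofluorescence.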
Coupling enz: qHTS Assay for Inhibitors of Fructose-1,6-bisphosphate Aldolase from Giardia Lamblia: Coupling assay counterscreen | coupling enzyme system counterscreen, AmpLite Red fluorescence | activity change, negative = inhibition, % at 58.2 µM, hits read low | actives 0.67% (n = 290,000); in the data active means activity change below about -30%; further: on the % scale 0 is the no-effect control and ±100 the full control effect
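Final compound at 57.5 uM, incubated 10 min at RT with coupling enzyme reagent (glyceraldehyde-3-phosphate), then 20 min with substrate and AmpLite Red detection. Fluorescence read at 525/598 nm; tests interference with the coupling assay, not aldolase inhibition.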
CXXC DNA block: qHTS Fluorescence Polarization Assay for Inhibitors of MLL CXXC domain - DNA interaction | Histone-lysine N-methyltransferase 2A (Homo sapiens), Q03164 | actives 0.037% (n = 290,000) | Potency, µM (titrated, usually from 115 µM), inactives show top-dose activity change, negative = inhibition, actives largely listed as inhibitors | AID 2662, 2010 | MLL-CXXC / FITC-HOXA9 DNA fluorescence polarization; active means well fitted inhibition curve with a large enough effect in the polarisation, with a control signal flat, not every such curve was filed as active; inconclusive means small, poorly fitted or top-dose-only effect, or effect the other way, or a change in a side signal; inactive means no such curve, though single readings can be large or run the other way; the % refers to the polarisation; further: potency means the concentration at half of the fitted maximal effect
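Purified MLL-CXXC (added from a 7 uM solution) was preincubated 5 min at ambient with pinned compounds in 50 mM Tris-HCl pH 7.5, 50 mM NaCl, 1 mM DTT, 0.05% BSA. Fluorescein-labeled HOX-A9 DNA (50 nM solution) followed, 30 min, then polarization read.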
* marks the source's active call; other numbers are inactive results; i = inactive; ? = inconclusive; nt = no result given; & = joins results of further samples; [ ] = dose if it differs, or a comment. Unless noted, the call rests on the fitted dose curve; in most records, active means well fitted curve in the direction sought with a large enough effect; inconclusive means small, poorly fitted or top-dose-only effect, or another doubt; inactive means no such curve, though single readings can be large; an effect the other way counts as inactive or inconclusive.

SMILES	GALK inh	MBNL1-CUG inh	TRPV1 agonist	AT treatment	hERG WT inh	KCNH2 3.1 block	S-ASM inh	a7 integrin act	Coupling enz	CXXC DNA block
COC(=O)C1CCN(C(=O)NC2CC(=O)N(c3ccc4c(c3)OCCO4)C2)CC1 (configuration not stated)	nt	nt	0	0%	-1	-8	1%	-11%	nt	nt
CC(=O)N1CCN(c2ccc(NC(=O)c3ccc([N+](=O)[O-])o3)cc2Cl)CC1	5%	?	3	-5%	-12	-15	-27%	-80%[inhibitor]	-11	42%[activator]
Cc1c(C)[n+](=O)c2c(n1[O-])CCCCC2	3%	2%	1	6%	7	-3	3%	-12%	2	13%
O=C(/C=C/c1ccc([N+](=O)[O-])cc1)Nc1cccc(S(=O)(=O)NC2=NCCCCC2)c1	nt	nt	nt	-8%	18	-28	-2%	-23%	nt	nt
CCC(C)c1ccccc1NC(=O)C1CCCO1 (configuration not stated)	-1%	-2%	-2	2%	0	6	2%	13%	3	-2%
COc1ccc(OC)c(S(=O)(=O)N2CCCC(C(=O)NCCN3CCOCC3)C2)c1 (configuration not stated)	12%	-9%	1	-1%	-2	14	0%[11.5 µM]	3%	1	8%
CCOC(=O)C1=C(C)NC(=S)NC1c1ccco1 (configuration not stated)	7%	nt	-1	1%	-2	-14	0%	-16%	5	-6%
CCN(CC)S(=O)(=O)c1ccc(C(=O)NCCc2cc3c(OC)ccc(OC)c3[nH]c2=O)cc1	-2%	-2%	-3	-12%	0	1	-1%	-8%	-11	-3%
CCN1CCN(c2ccc(S(=O)(=O)N3CCCCC3)cc2NC(=O)/C=C/c2ccc([N+](=O)[O-])cc2)CC1	nt	nt	-6	-5%	-43	-76*	-5%	-67%[inhibitor]	nt	nt
O=C(NNC(=O)c1ccccc1C(F)(F)F)c1csc(N2CCOCC2)n1	-2%	0%	-2	13%	-3	13	-2%	19%	nt	-3%
CC1(C)Cc2nc(-c3ccccc3)nc(SCC(=O)N3CCOCC3)c2CO1	-5%	-3%	14	8%	-8	-2	2%	0%	nt	4%
COC(=O)c1sc(OC)cc1OCc1ccc(C)cc1	-1%	-3%	2	3%	3	2	3%	-8%	0	7%
COc1ccc([C@H]2CC(=O)C=C(c3cccc4c3sc3ccccc34)C2)cc1OC	nt	nt	9	12%	nt	nt	-15%	-10%	nt	nt
Cc1cccc(NC(=O)NCc2ccccn2)c1	0%	?	-3	1%	8	-10	-2%	-21%	0	1%
COc1ccc2nc(C)cc(SCC(NC(C)=O)C(=O)OC(C)C)c2c1 (configuration not stated)	-4%	nt	3	6%	9	3	3%	-3%	-2	-9%
CCOc1ccc(NC(=O)CSc2nnnn2CC(=O)O)cc1	0%	0%	2	-1%	6	-5	6%	8%	-10	2%
CCOc1cc(C(=O)NC(C)CC)cc(OCC)c1OCC (configuration not stated)	0%	5%	-2	-2%	2	-8	-3%	0%	3	9%
Cc1cccc(NC(=S)NNC(=O)c2nn(C)cc2Cl)c1	nt	11%	-2	-13%	-5	6	3%	25%	0	17%
Cc1cccc(C2=NN(c3ccccc3)[C@H](CO)[C@H]2c2ccc(Cl)cc2)c1	nt	nt	nt	12%	35	10	i	-4%	-1	nt
Cc1cc(OCCn2cnc3ccccc3c2=O)cc(C(C)C)c1	3%	-11%	20	2%	0	-2	2%	-21%	0	3%
Cc1nc(-c2cccc(NC(=O)COc3ccc(Cl)cc3)c2)cs1	-7%	-3%	24	-2%	-3	-10	-10%	-9%	nt	6%
CC(=O)c1ccc(C(=O)N2CCCC(Nc3ccccc3)C2)s1 (configuration not stated)	4%	15%	24	3%	-11	4	-2%	6%	0	-2%
Cc1cc(C)c(OCC(=O)OCC(=O)NCc2cccs2)c(C)c1	nt	nt	?	0%	-6	-5	1%	-2%	nt	nt
O=C(COC(=O)c1cncc(Br)c1)NCc1ccco1	4%	3%	-1	10%	10	0	-1%	-11%	-10	-5%
CC(=O)Nc1c(F)c(F)c(F)c(F)c1F	nt	8%	-1	-5%	-3	3	7%	30%	0	-4%
More structures follow:
SMILES	GALK inh	MBNL1-CUG inh	TRPV1 agonist	AT treatment	hERG WT inh	KCNH2 3.1 block	S-ASM inh	a7 integrin act	Coupling enz	CXXC DNA block
C=CCOc1ccccc1C1NC(=O)NC(C)=C1C(=O)NCc1ccccc1 (configuration not stated)	2%	-4%	1	nt	-27	5	-1%	-13%	0	-4%
N#Cc1cccc(C#N)c1Oc1ccc(N)cc1	0%	2%	1	-2%	-9	11	6%	-11%	2	-14%
CCN(CC)C(C)C(=O)NCC1(c2ccccc2)CCOCC1 (configuration not stated)	1%	-4%	-4	10%	5	-5	-2%	-16%	0	20%
Nn1c(SCC(=O)Nc2ccc3c(c2)OCO3)nnc1-c1cccc(Cl)c1	1%	-21%	14	-3%	13	-2	1%	0%	4	1%
O=c1cc(-c2ccccc2)oc2cc(O)cc(O)c12	nt	nt	nt	nt	-1	6	-4%	16%	3&0&-2&-2	nt
CC(C)(C)C(=O)OC/C(N)=N/OC(=O)c1ccccc1	-2%	nt	5	-1%	5	-18	0%	8%	-1	-1%
CC(C)CC1NC(=O)N(Cc2cc(=O)n3ccsc3n2)C1=O (configuration not stated)	-1%	2%	1	3%	8	-2	4%	14%	-2	-6%
COc1ccc(Br)c2c1C(=O)CC2	8%	-4%	-2	8%	3	14	6%	3%	3	5%
O=C1C(Cl)=C(N2CCCCCC2)C(=O)N1c1ccccc1Cl	-2%	20%	16	4%	-38	2	-3%	?	5	2%
COc1ccc(C2C3=C(CC(C)(C)CC3=O)Nc3n[nH]c(C)c32)cc1 (configuration not stated)	0%	3%	9	-2%	-2	6	14%	-45%[inhibitor]	2	13%
N/C(=N\S(=O)(=O)c1cccs1)c1ccccc1	-2%	7%	0	-3%	-7	-3	9%	17%	3	11%
O=C1C(=O)N(c2ccccn2)C(c2ccc(F)cc2)/C1=C(/O)c1ccc(Br)cc1 (configuration not stated)	-5%	7%	2	6%	-4	-21	5%	7%	6	-9%
CCOC(=O)Cn1c(-c2cccnc2Cl)nc2cc(Cl)c(Cl)cc21	0%	6%	5	-5%	-25	10	1%	5%	1	-4%
CC(C)CNC(=O)c1ccc(Cl)c(N)c1	0%	nt	-1	2%	nt	nt	nt	nt	13	14%
COc1ccccc1N1CN(S(=O)(=O)c2ccc(C)cc2)c2nc3ccccc3nc21	nt	nt	nt	9%	-4	5	61%[activator]	-10%	nt	nt
COc1ccc(CCC(=O)Nc2cccc(Cl)c2)cc1	-2%	-3%	?	5%	4	4	2%	-10%	-3	2%
CCOC(=O)[C@H]1[C@H]2COc3ccc(OC)cc3[C@@H]2N2C(=O)CN(Cc3ccc(OC)cc3)C(=O)[C@@]12C	nt	nt	2	8%	13	13	1%	0%	nt	nt
COc1ccc(O)c(CN2CC3CCC(CC3)C2)c1	nt	nt	nt	nt	-3	-13	2%	21%	nt	nt
CCC(C)(C)C1CCc2[nH]nc(C(=O)NCc3ccccn3)c2C1 (configuration not stated)	nt	nt	-2	3%	1	-10	-4%	-10%	nt	nt
COc1cc(Nc2ncnc(N)n2)cc(OC)c1	4%	-9%	3	-5%	-10	-3	-5%	-10%	4	-2%
CC(C)C(OC(=O)c1cccs1)C(=O)NC1CCCCC1 (configuration not stated)	-3%	-28%	4	nt	-12	-9	4%	12%	1	1%
Cc1cc(NC(=O)CSc2nnc(-c3ccco3)n2C)no1	nt	nt	0	7%	2	5	-11%	?	nt	nt
Cc1ccc(NC(=O)C2CCCN(C(=O)c3ccc(Cl)cc3)C2)cc1S(=O)(=O)N1CCOCC1 (configuration not stated)	0%	-1%	9	-1%	-18	4	-4%	1%	2	4%
COCCCn1c(SCC(=O)NC2CCCC2)nnc1-c1cccs1	9%	-3%	-3	2%	-21	9	4%	?	0	-16%

No enrichment for hits (roughly 2% active in at least one column).
